# TWEAK-Fn14 inh: inhibitors of TWEAK-Fn14 signaling, primary screen, luciferase reporter cells, uHTS; inhibition, % at 10 µM; TWEAK-stimulated Fn14 reporter cells, luciferase luminescence, 8 h; 360,000 compounds, 2% hits; in the data active means inhibition above about 50%
# LRH-1 inv ag: LRH-1 (NR5A2) inverse agonists, primary screen, cell-based, luminescence, HEK293T, StAR-luciferase reporter | Nuclear receptor subfamily 5 group A member 2 (Homo sapiens), O00482 | inhibition, % at 3.6 µM | 360,000 compounds, 0.13% hits | LRH-1 transfected, 24 h;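 active means inhibition above the mean inhibition of all tested compounds plus 3 SD, cut at about 73% in these data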;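 further: 0% = DMSO wells and 100% = reporter-only cells lacking LRH-1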
# CF NFkB inh: inhibitors of PAF-induced NF-kB signaling, primary screen, cell-based, GFP fluorescence, uHTS; KKLEB NF-kB-GFP reporter, GFP fluorescence overnight; inhibition, % at 5 µM; 360,000 compounds, 0.86% hits;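 active means at least 50% inhibition at 5 µM, scaled per plate between neutral and stimulator controls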;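 further: PAF is a Pseudomonas aeruginosa culture filtrate used as stimulus; plate controls were PAF-stimulated DMSO wells for no effect and unstimulated DMSO wells for full effect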
# KKLEB tox: cytotoxicity in KKLEB CF airway cells, primary screen, cytotoxicity control for CF NF-kB inhibitor project, cell-based, uHTS, fluorescence assay plates; AID 602141, 2011; activity change (cytotoxicity), % at 5 µM; KKLEB CF airway cells viability, ATPlite luminescence, overnight; active compounds read low; cells stimulated with P. aeruginosa culture filtrate; 360,000 compounds, 0.36% hits;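 active means corrected activity change at or below -50% at 5 µM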
# SRC3 inh: SRC3 coactivator transcriptional activity inhibitors, primary screen, cell-based, luminescence; AID 588352, 2011; inhibition, % at 3.6 µM; 360,000 compounds, 0.17% hits; HEK293 GAL4-SRC3 luciferase reporter; Nuclear receptor coactivator 3 (Homo sapiens), Q9Y6Q9;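 active means inhibition above a per-campaign cutoff, the mean of all compounds plus 3 SD, cut at about 60% in these data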;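 further: 0% = DMSO-treated cells and 100% = gossypol-treated cells at 36 µM; higher means less SRC3-driven luciferase light from the GAL4 reporter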
# C8 TRAIL sens: viability loss with TRAIL in NB7+C8 cells, primary screen, TRAIL sensitizer project, cell-based, ATPlite luminescence; inhibition (viability loss, TRAIL sensitization), % at 10 µM; 360,000 compounds, 1% hits;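 active means compounds causing at least 50% loss of cell viability in the single-dose screen, relative to plate controls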
# NCOA2 inhibitor: inhibition of GAL4-SRC2 driven luciferase reporter, primary screen, SRC2 inhibitor project, cell-based, luminescence. 370,000 compounds, 0.17% hits. inhibition, % at 9 µM. HEK293 GAL4-SRC2 luciferase reporter. Nuclear receptor coactivator 2 (Homo sapiens), Q15596;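 active means inhibition above the mean inhibition of all tested compounds plus 3 SD, set per campaign, cut at about 52% in these data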;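 further: 0% = DMSO treated cells and 100% = cells given Gossypol at 36 µM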
# NCOA1 inh: SRC1 coactivator transcriptional activity inhibitors, primary screen, cell-based, luminescence. inhibition, % at 3.6 µM. HEK293 GAL4-SRC1 luciferase reporter. 360,000 compounds, 0.12% hits. Nuclear receptor coactivator 1 (Homo sapiens), Q15788;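 active means inhibition above the campaign mean plus 3 SD, with each screening campaign given its own cutoff, cut at about 60% in these data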;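 further: 0% = DMSO treated cells and 100% = gossypol at 36 µM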
# TROY NFkB inh: inhibitors of TROY-driven NF-kB signaling, primary screen, Q293 LMP1-TROYcd cells, NF-kB luciferase, uHTS | inhibition, % at 10 µM | 360,000 compounds, 0.98% hits | Q293 LMP1-TROYcd NF-kB luciferase reporter, 4 h;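 active means compounds whose plate-normalised and pattern-corrected inhibition of the luciferase reporter signal at the single screening dose is 50% or more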
# LMP1 NFkB inh: EBV LMP1-driven NF-kappaB luciferase reporter inhibitors, primary screen, cell-based, luminescence, single point; LMP1-induced NF-kappaB luciferase reporter cells; inhibition, % at 12.5 µM; 350,000 compounds, 0.69% hits; in the data active means inhibition above about 41%;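 further: 0% = neutral control wells and 100% = reference inhibitor control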
# NR2F2 inh: NR2F2 transcriptional activity inhibitors, primary screen, cell-based, luciferase reporter, HEK293T, luminescence | 370,000 compounds, 0.7% hits | HEK293T NGFI-A luciferase reporter | inhibition, % at 8.6 µM | AID 686940, 2013 | COUP transcription factor 2 (Homo sapiens), P24468;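 active means inhibition above a per-plate cutoff, mean inhibition of test wells between control levels plus 3 SD, cut at about 38% in these data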;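 further: cells cotransfected with COUP-TFII expression vector driving the NGFI-A reporter; 0% = median of COUP-TF2 test wells and 100% = reporter-only cells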
# The depositor's hits bear a star; / = no result given.
1	O=C(N/N=C/c1ccoc1)c1ccccc1
2	C#CCn1cc(CNC[C@H]2O[C@@H](n3cnc4c(=O)[nH]c(N)nc43)[C@H](O)[C@@H]2O)c2ccccc21
3	COCCCN1C(=O)C(CC(=O)NCc2cccc3ccccc23)CC(C(=O)N2CCCCCC2)=C1C (centres undefined)
4	NC(=O)C1(N2CCCCC2)CCN(C(=O)CSc2nc3ccccc3[nH]2)CC1
5	COC12NC(=O)N(C)C1(OC)C(=O)N(C)C(=O)N2C (centres undefined)
6	Cc1sc2nc(SCC(=O)NCCO)n(C)c(=O)c2c1C
7	C[C@@H]1CN([C@@H](C)CO)C(=O)CCCn2cc(nn2)CO[C@H]1CN(C)C(=O)c1cc(-c2ccccc2)on1
8	COc1ccc(-c2cc(C(=O)N3CCN(c4ccccc4O)CC3)c3ccccc3n2)cc1
9	COc1ccc(N2CCN(CC(=O)NC(=O)NCc3ccccc3)CC2)cc1
10	Oc1ccccc1N=Nc1nc(-c2ccccc2)c(-c2ccccc2)[nH]1
Assay by compound,1,2,3,4,5,6,7,8,9,10
TWEAK-Fn14 inh,-8,-15,-9,4,13,8,-1,22,-12,33
LRH-1 inv ag,-98,4,-16,1,12,4,2,-55,10,98*
CF NFkB inh,4,1,/,-2,7,-2,7,11,11,81*
KKLEB tox,-10,2,/,3,1,7,11,-11,-5,2
SRC3 inh,-55,-36,/,8,-14,-2,-7,-23,15,87*
C8 TRAIL sens,1,-6,-11,3,-10,13,-13,63*,-13,-1
NCOA2 inhibitor,-46,18,8,7,16,4,6,-7,8,27
NCOA1 inh,-62,4,/,5,1,12,0,-39,3,74*
TROY NFkB inh,14,3,-16,5,13,-2,2,-39,-7,21
LMP1 NFkB inh,-2,/,/,2,0,5,-6,23,-4,84*
NR2F2 inh,-43,3,19,10,-4,0,-4,-26,17,-9

11	CN1CCC(=O)N([C@H](COc2ccccc2)Cc2ccccc2)CC1
12	O=[N+]([O-])c1ccc(Oc2ccc(S(=O)(=O)N3CCOCC3)cn2)cc1
13	CC(C)CC(=O)Nc1ccc2oc(-c3cccnc3)nc2c1
14	O=C(CCNS(=O)(=O)c1ccccc1)NCCCSc1ccccc1
15	Cn1c(=O)c(=O)n(C)c2cc(S(=O)(=O)NCc3ccc(Cl)cc3)ccc21
16	CCCCNC(=O)N1CCN(c2ccccc2OCC)CC1
17	CC(=O)NC12CC3CC(C1)CC(C(=O)Nc1cccc(S(=O)(=O)N4CCCCCC4)c1)(C3)C2
18	Cc1ccc(C(O)c2ncc(-c3ccccc3F)[nH]2)cc1F (centres undefined)
19	Cc1cc(NC(=O)C2CC(=O)N(c3cccc(Cl)c3)C2)no1 (centres undefined)
20	COc1ccc(-c2onc3ccc(C(=O)/C=C/N(C)C)cc23)cc1
Assay by compound,11,12,13,14,15,16,17,18,19,20
TWEAK-Fn14 inh,-2,-9,-27,2,-20,-3,7,-33,22,-8
LRH-1 inv ag,-3,30,-92,-6,-10,-7,-6,-25,-8,-166
CF NFkB inh,-17,-2,-19,0,4,-10,-1,-2,15,11
KKLEB tox,0,-2,10,-24,13,-6,6,5,-7,-6
SRC3 inh,8,-11,-43,-17,2,-2,-17,-13,-7,-73
C8 TRAIL sens,3,-1,29,1,-3,-2,6,21,7,-17
NCOA2 inhibitor,0,-6,-73,21,4,27,-5,-18,-2,7
NCOA1 inh,-21,-1,-68,-17,-4,-2,-13,-26,8,-212
TROY NFkB inh,-6,-4,-38,-2,6,12,-11,-22,10,-59
LMP1 NFkB inh,-3,2,-17,1,0,3,-1,/,-2,-27
NR2F2 inh,12,11,-56,-14,2,0,6,-24,-7,6

# Three records picked at random from those above:
18	Cc1ccc(C(O)c2ncc(-c3ccccc3F)[nH]2)cc1F (centres undefined)
15	Cn1c(=O)c(=O)n(C)c2cc(S(=O)(=O)NCc3ccc(Cl)cc3)ccc21
2	C#CCn1cc(CNC[C@H]2O[C@@H](n3cnc4c(=O)[nH]c(N)nc43)[C@H](O)[C@@H]2O)c2ccccc21
Assay by compound,18,15,2
TWEAK-Fn14 inh,-33,-20,-15
LRH-1 inv ag,-25,-10,4
CF NFkB inh,-2,4,1
KKLEB tox,5,13,2
SRC3 inh,-13,2,-36
C8 TRAIL sens,21,-3,-6
NCOA2 inhibitor,-18,4,18
NCOA1 inh,-26,-4,4
TROY NFkB inh,-22,6,3
LMP1 NFkB inh,/,0,/
NR2F2 inh,-24,2,3

# (continued)
21	Cc1nn(-c2ccccc2)c(C)c1/C=N\NS(=O)(=O)c1ccc(Cl)cc1
22	NC(=O)CSc1c[nH]c2ccccc12
23	CC(C)(C)CNC(=O)c1cccc2c1C(=O)c1ccc(-c3cc4ccccc4o3)cc1S2(=O)=O
24	O=C(CC1C(=O)NCCN1Cc1ccccc1C(F)(F)F)NCCN1CCOCC1 (centres undefined)
25	CCCN(CC(=O)Nc1ccccc1OC)C(=O)CNC(=O)c1ccc(C)s1
26	CCOc1cccc(-c2cc(NCCc3ccccn3)n3nccc3n2)c1
27	Cc1cccc(N2CN(Cc3cccnc3)CNC2=S)c1C
28	COc1ccc(C(CC(=O)O)NC(=O)OC(C)(C)C)cc1 (centres undefined)
29	COc1ccccc1CNC(=O)C(NS(=O)(=O)c1ccc2c(c1)oc(=O)n2C)C(C)C (centres undefined)
30	CC(C)(C)CN1C(=O)C(=O)NC[C@H]1Cc1cccc2ccccc12
Assay by compound,21,22,23,24,25,26,27,28,29,30
TWEAK-Fn14 inh,-2,3,-20,-3,3,-29,8,-4,-11,-2
LRH-1 inv ag,2,-4,9,-24,-4,21,6,-3,-1,-2
CF NFkB inh,-6,-17,20,-10,-6,-15,2,-5,-23,0
KKLEB tox,-4,2,-18,15,-7,1,7,2,11,10
SRC3 inh,-33,3,-15,-24,21,-2,2,39,11,1
C8 TRAIL sens,9,-9,11,-1,-3,-24,1,3,6,0
NCOA2 inhibitor,3,10,6,7,-3,-20,0,-4,-21,20
NCOA1 inh,1,4,1,1,-7,-6,-4,-7,1,-32
TROY NFkB inh,-34,1,10,3,-7,-4,4,3,6,2
LMP1 NFkB inh,-3,-36,11,4,3,/,1,-7,-14,-5
NR2F2 inh,-12,-3,1,0,-3,3,-3,2,-17,-7

31	CCN(Cc1ccccc1)C(=O)Cn1c(C(C)O)nc2ccccc21 (centres undefined)
32	CC(C)NC(=O)N(C)C[C@H]1OCCCC[C@@H](C)Oc2ccc(N(C)C)cc2C(=O)N([C@H](C)CO)C[C@@H]1C
33	O=C(N/N=C\C=C\c1ccc(Br)cc1)c1ccc2c(c1)OCO2
34	COc1ccccc1NC(=O)CSc1nccc(=O)[nH]1
35	Cc1cc(=O)c2n(Cc3ccccc3Cl)nc[n+]2[nH]1
36	Fc1ccc(C2c3cccn3CCN2C(=S)Nc2cccc(Br)c2)cc1 (centres undefined)
37	Cc1ccc(C)c(NC2=CC(=O)CC(C)(C)C2)c1C#N
38	CC1=C(C(=O)Nc2ccc(C)cc2)C(c2ccc(C)o2)C2=C(CC(C)(C)CC2=O)N1 (centres undefined)
39	Cc1cc(S(=O)(=O)N2CCCC(C)C2)ccc1-n1cnnn1 (centres undefined)
40	Cc1cc(C)n(-c2cccc(Cl)c2C#N)n1
Assay by compound,31,32,33,34,35,36,37,38,39,40
TWEAK-Fn14 inh,-2,35,-6,-13,-3,-10,-2,14,37,4
LRH-1 inv ag,-11,6,14,-4,-17,-1,0,3,6,4
CF NFkB inh,-12,6,6,21,-28,-13,-3,-8,0,10
KKLEB tox,5,-19,-5,-16,21,1,2,7,-2,-2
SRC3 inh,-5,13,5,1,10,16,-1,-24,-8,9
C8 TRAIL sens,-4,13,-19,-12,-4,-6,-2,-3,-3,6
NCOA2 inhibitor,-25,-15,-23,/,-11,14,-10,-15,-5,-15
NCOA1 inh,3,1,-13,-9,-3,3,3,-15,-3,4
TROY NFkB inh,-16,3,-4,-25,-19,-4,19,-3,11,-2
LMP1 NFkB inh,-1,/,-5,-2,8,8,-16,-8,-5,1
NR2F2 inh,12,9,-14,/,6,-9,-9,-9,-3,-12

# Complete entries from above. Screens in order: TWEAK-Fn14 inh | LRH-1 inv ag | CF NFkB inh | KKLEB tox | SRC3 inh | C8 TRAIL sens | NCOA2 inhibitor | NCOA1 inh | TROY NFkB inh | LMP1 NFkB inh | NR2F2 inh
# CC1=C(C(=O)Nc2ccc(C)cc2)C(c2ccc(C)o2)C2=C(CC(C)(C)CC2=O)N1 (centres undefined) is listed as 14 | 3 | -8 | 7 | -24 | -3 | -15 | -15 | -3 | -8 | -9
# COc1ccccc1NC(=O)CSc1nccc(=O)[nH]1 is listed as -13 | -4 | 21 | -16 | 1 | -12 | / | -9 | -25 | -2 | /
# Fc1ccc(C2c3cccn3CCN2C(=S)Nc2cccc(Br)c2)cc1 (centres undefined) is listed as -10 | -1 | -13 | 1 | 16 | -6 | 14 | 3 | -4 | 8 | -9
# CC(C)NC(=O)N(C)C[C@H]1OCCCC[C@@H](C)Oc2ccc(N(C)C)cc2C(=O)N([C@H](C)CO)C[C@@H]1C is listed as 35 | 6 | 6 | -19 | 13 | 13 | -15 | 1 | 3 | / | 9

# Next entries:
41	Cc1ccc(Nc2nc(N)nc(CCl)n2)c(C)c1
42	CCCc1nc(SCC(=O)N2CCC(Cc3ccccc3)CC2)c2c(=O)n(C)c(=O)n(C)c2n1
43	O=C(NCc1ccco1)C1CCN(S(=O)(=O)c2ccc(-n3cnnn3)cc2)CC1
44	CC1Oc2ccccc2N(CC(=O)NC2CCCCC2)C1=O (centres undefined)
45	Cc1ccccc1NC(=O)C12CC3CCC1(C)C3(C)CO2 (centres undefined)
Assay by compound,41,42,43,44,45
TWEAK-Fn14 inh,36,61*,29,3,-1
LRH-1 inv ag,46,23,2,3,11
CF NFkB inh,83*,28,9,-4,13
KKLEB tox,-72*,3,-4,6,9
SRC3 inh,55,22,20,-4,6
C8 TRAIL sens,96*,26,12,-4,-1
NCOA2 inhibitor,45,-16,2,2,9
NCOA1 inh,47,-3,23,-5,-15
TROY NFkB inh,-27,83*,2,-1,1
LMP1 NFkB inh,33,11,-3,5,-3
NR2F2 inh,-13,-1,-3,1,-3

# Screens deposited in PubChem BioAssay by several laboratories.
